Compound activity as filed in PubChem.
M. tuberculosis HTS – M. tuberculosis growth inhibition, HTS (AID 449762); actives 0.59% (n = 330,000); M. tuberculosis H37Rv growth inhibition, 7H9 media; higher % means a stronger effect; one-dose inhibition, % at 25 µM; IC50 in µM for titrated hits; in the data active = a potency from the dose series; inconclusive = inhibition above about 70% without an active follow-up result;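 note: bacterial growth assessed after seven days of incubation; strong numbers were not always called active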
Salmonella PhoP GFP – PhoP regulon inhibitors, Salmonella typhi PhoP promoter GFP reporter, confirmatory (AID 1850). Salmonella Typhi PhoP-promoter GFP reporter, fluorescence, 4 h; higher % means a stronger effect. one-dose inhibition, % at 50 µM; IC50 in µM for titrated hits. actives 0.33% (n = 310,000); in the data active = a potency from the dose series; inconclusive = inhibition mostly from about 25% at the one dose, without a potency; inactive = the rest, 99 in 100 with inhibition below about 19%;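 note: 0% = induced wells with vehicle and 100% = uninduced wells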
VEEV TC-83 Vero – inhibitors of VEEV TC-83 cytopathic effect, confirmation, Vero cells (AID 588727); Vero cells, VEEV TC-83 cytopathic effect inhibition; higher % means a stronger effect; inhibition, % at 20 µM, or IC50 in µM where a hit was titrated; actives 0.13% (n = 350,000); in the data active = a potency from the dose series; inconclusive = inhibition mostly from about 14% at the one dose, without a potency; inactive = the rest, 99 in 100 with inhibition below about 12%; note: strong numbers were not always called active
M. tuberculosis – growth inhibition of non-replicating M. tuberculosis (AID 488890); Mycobacterium tuberculosis non-replicating, growth inhibition; higher % means a stronger effect; one-dose inhibition, % at 25 µM; IC50 in µM for titrated hits; actives 0.39% (n = 320,000); in the data active = a potency from the dose series; inconclusive = inhibition mostly from about 82% at the one dose, without a potency; inactive = the rest, 99 in 100 with inhibition below about 76%;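 note: plate controls were DMSO cells for no effect and high antibiotic wells for full effect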
H1N1 NS1A inhibition – H1N1 influenza NS1A inhibitors, functional cell based assay (AID 504329) | NS1A functional cell-based assay, percent inhibition; higher % means a stronger effect | inhibition, % at 12.5 µM; hits with a dose series show IC50 in µM | actives 0.3% (n = 340,000); in the data active = a potency from the dose series; inconclusive = inhibition above about 27% without an active follow-up result; note: strong numbers were not always called active
VEEV TC-83 Vero 10K pilot screen – second read-out of VEEV TC-83 Vero, no call of its own (marks repeat the call); inhibition, %; measured here: 10K pilot screen inhibition
An asterisk follows results filed as active.

What do the screens show for `O=C(CSc1nncs1)Nc1ccc(S(=O)(=O)N2CCCC2)cc1`?
M. tuberculosis HTS: 2%; Salmonella PhoP GFP: 1%; VEEV TC-83 Vero: 1.2%; M. tuberculosis: -17%; H1N1 NS1A inhibition: 7%

What do the screens show for `Cc1occc1-c1nnc(SCC(=O)NC2CC2)n1C(C)C`?
M. tuberculosis HTS: 6%; Salmonella PhoP GFP: -2%; VEEV TC-83 Vero: inactive; M. tuberculosis: 19%; H1N1 NS1A inhibition: 4%

How did Cc1cccc(C(=O)Nc2ccc3c(c2)C(=O)N(CC(C)C)C3=O)c1 do in these assays?
M. tuberculosis HTS: -3%; Salmonella PhoP GFP: -12%; VEEV TC-83 Vero: 0.7%; M. tuberculosis: -12%; H1N1 NS1A inhibition: -2%

How did C#CCOCCOCCOCCNc1nc(N2CCN(C(=O)CCCCCCCCCCNC(=O)Cn3cc(CCCCCN)nn3)CC2)nc(N2CCN(C(=O)CCCCCCCCCCNC(=O)[C@H](CO)n3cc(CCCSC)nn3)CC2)n1 do in these assays?
M. tuberculosis HTS: 43%; Salmonella PhoP GFP: 22%; VEEV TC-83 Vero: 3.7%; M. tuberculosis: 26%; H1N1 NS1A inhibition: 23%

Results for O=C(NC(NCc1cccnc1)C(Cl)(Cl)Cl)c1cccc2ccccc12 (stereo not drawn) ?
M. tuberculosis HTS: 1%; Salmonella PhoP GFP: -2%; VEEV TC-83 Vero: inactive; M. tuberculosis: 18%; H1N1 NS1A inhibition: -7%

What do the screens show for `Cc1nc2ccccc2n1CCC(=O)Nc1cccc(F)c1`?
M. tuberculosis HTS: -1%; Salmonella PhoP GFP: 0%; VEEV TC-83 Vero: 0.6%; M. tuberculosis: -1%; H1N1 NS1A inhibition: -8%

What do the screens show for `COc1ccc(Cn2c(N)c(S(=O)(=O)c3cccs3)c3nc4ccccc4nc32)cc1`?
M. tuberculosis HTS: -15%; Salmonella PhoP GFP: -5%; VEEV TC-83 Vero: inactive; M. tuberculosis: 3%; H1N1 NS1A inhibition: -6%

Results for O=C(O)c1cc(S(=O)(=O)N2CCN(S(=O)(=O)c3ccc4ccccc4c3)CC2)ccc1Br ?
M. tuberculosis HTS: 9%; VEEV TC-83 Vero: 0.1%; M. tuberculosis: 2%; H1N1 NS1A inhibition: -3%

Results for O=C1Cc2cc(S(=O)(=O)NCc3ccc(F)cc3)ccc2N1 ?
M. tuberculosis HTS: -6%; VEEV TC-83 Vero: 2.2%; M. tuberculosis: 38%; H1N1 NS1A inhibition: 5%

Results for O=C(COC(=O)CNC(=O)c1ccccc1)NCCc1ccccc1 ?
M. tuberculosis HTS: -9%; Salmonella PhoP GFP: -10%; VEEV TC-83 Vero: inactive; M. tuberculosis: -13%; H1N1 NS1A inhibition: -13%

What do the screens show for `Cc1ccc2c(Cl)cc(Cl)c(OCC(=O)Nc3cccc(S(N)(=O)=O)c3)c2n1`?
M. tuberculosis HTS: -11%; Salmonella PhoP GFP: 2%; VEEV TC-83 Vero: 13%; M. tuberculosis: 76%; H1N1 NS1A inhibition: -6%

Results for N#Cc1cc2cc3c(cc2nc1N1CCOCC1)OCO3 ?
M. tuberculosis HTS: -14%; Salmonella PhoP GFP: -18%; VEEV TC-83 Vero: inactive; H1N1 NS1A inhibition: -5%

What do the screens show for `COC(=O)c1sccc1NC(=O)Nc1ccccc1F`?
M. tuberculosis HTS: -2%; Salmonella PhoP GFP: -8%; VEEV TC-83 Vero: 0.1%; M. tuberculosis: -1%; H1N1 NS1A inhibition: 0%

What do the screens show for `CC(=O)N1CCC(C(=O)Nc2ccccc2)(N(Cc2ccccc2)C(=O)c2cccnc2)CC1`?
M. tuberculosis HTS: -4%; Salmonella PhoP GFP: -8%; VEEV TC-83 Vero: 1.4%; M. tuberculosis: -4%; H1N1 NS1A inhibition: -4%

How did COC(=O)c1c(NC(=O)C2=COCCO2)sc(C)c1C do in these assays?
M. tuberculosis HTS: 31%; Salmonella PhoP GFP: 8%; VEEV TC-83 Vero: 9.3%; M. tuberculosis: -2%; H1N1 NS1A inhibition: 91%

Results for CCOCCCNc1nc(C)nc2c1nnn2Cc1c(F)cccc1Cl ?
M. tuberculosis HTS: -4%; Salmonella PhoP GFP: 14%; VEEV TC-83 Vero: 3.4%; M. tuberculosis: -5%; H1N1 NS1A inhibition: 5%

How did N#C/C(=C\c1cccs1)C(=O)NCC1CCCO1 (stereo not drawn) do in these assays?
M. tuberculosis HTS: 4%; Salmonella PhoP GFP: -10%; VEEV TC-83 Vero: 3.7%; M. tuberculosis: -6%; H1N1 NS1A inhibition: -8%

How did O=C(Nc1cccc(S(=O)(=O)N2CCCC2)c1)C1CCCN1C(=O)c1cccs1 (stereo not drawn) do in these assays?
M. tuberculosis HTS: 9%; Salmonella PhoP GFP: 17%; VEEV TC-83 Vero: 1.5%; M. tuberculosis: 11%; H1N1 NS1A inhibition: -7%

What do the screens show for `O=[N+]([O-])CCO`?
M. tuberculosis HTS: -9%; VEEV TC-83 Vero: inactive; M. tuberculosis: 43%; H1N1 NS1A inhibition: -22%

Results for CC(C)CN(C(=O)COC(=O)CSc1ccc([N+](=O)[O-])cc1)C1CCS(=O)(=O)C1 (stereo not drawn) ?
M. tuberculosis HTS: 0%; Salmonella PhoP GFP: 7%; VEEV TC-83 Vero: 0.4%; M. tuberculosis: -5%; H1N1 NS1A inhibition: -5%

What do the screens show for `O=c1[nH]c(SCc2ccc(Cl)cc2)nc2[nH]ncc12`?
M. tuberculosis HTS: 2%; Salmonella PhoP GFP: 7%; VEEV TC-83 Vero: 9.2%; M. tuberculosis: -5%; H1N1 NS1A inhibition: 4%

What do the screens show for `Cc1nc2c3ccccc3nc(NNC(=O)CCC(=O)NC3CCCC3)n2n1`?
M. tuberculosis HTS: -1%; Salmonella PhoP GFP: -2%; VEEV TC-83 Vero: inactive; M. tuberculosis: 2%; H1N1 NS1A inhibition: 7%

How did C#CCOc1ccc(Br)cc1C(c1c(C)[nH][nH]c1=O)c1c(C)[nH][nH]c1=O do in these assays?
M. tuberculosis HTS: -1%; Salmonella PhoP GFP: 1%; VEEV TC-83 Vero: 3.7%; M. tuberculosis: 13%; H1N1 NS1A inhibition: -23%

How did CCC(NC(=O)c1ccccc1NC(=O)C(C)(C)C)C(=O)N1CC(C)OC(C)C1 (stereo not drawn) do in these assays?
M. tuberculosis HTS: 8%; VEEV TC-83 Vero: 3.0%; M. tuberculosis: 22%; H1N1 NS1A inhibition: -11%

How did COc1ccc(CNC(=O)C[C@H]2C[C@H](C(=O)N3CCCCC3)[C@@]3(C)c4[nH]c5ccc(Cl)cc5c4CCN3C2=O)cc1OC do in these assays?
VEEV TC-83 Vero: 1.8%; H1N1 NS1A inhibition: -8%

Results for Cn1c(C2CCCCC2)nc2ccccc21 ?
M. tuberculosis HTS: -5%; Salmonella PhoP GFP: 0%; VEEV TC-83 Vero: inactive; M. tuberculosis: 5%; H1N1 NS1A inhibition: -16%

Results for COc1ccc(OC)c(CCNC(=O)C(=O)Nc2ccc3nc4n(c(=O)c3c2)CCCCC4)c1 ?
M. tuberculosis HTS: -3%; Salmonella PhoP GFP: -8%; VEEV TC-83 Vero: 9.1%; M. tuberculosis: 26%; H1N1 NS1A inhibition: 4%

What do the screens show for `CCOC(=O)CC1C(=O)NCCN1S(=O)(=O)c1ccccc1Cl` (stereo not drawn)?
M. tuberculosis HTS: -9%; Salmonella PhoP GFP: 6%; VEEV TC-83 Vero: 2.7%; M. tuberculosis: -2%; H1N1 NS1A inhibition: 4%

How did Nc1nccnc1C(=O)OCC(=O)NC1CCCc2ccccc21 (stereo not drawn) do in these assays?
M. tuberculosis HTS: -5%; VEEV TC-83 Vero: 7.6%; M. tuberculosis: -3%; H1N1 NS1A inhibition: -7%

How did O=C(C1CCC(=O)N1Cc1ccccc1Cl)N1CCC2(CC1)OCCO2 (stereo not drawn) do in these assays?
M. tuberculosis HTS: -3%; Salmonella PhoP GFP: -6%; VEEV TC-83 Vero: 1.9%; M. tuberculosis: 11%; H1N1 NS1A inhibition: 1%

What do the screens show for `CC(C)(C)c1ccccc1NC(=O)N1CCNC(=O)C1CC(=O)Nc1ccc(F)cc1` (stereo not drawn)?
M. tuberculosis HTS: -7%; Salmonella PhoP GFP: -2%; VEEV TC-83 Vero: 1.1%; M. tuberculosis: 8%; H1N1 NS1A inhibition: -6%

Results for COCCNC(=O)c1cccc2c1C(=O)c1ccc(N3CCOCC3)cc1S2(=O)=O ?
M. tuberculosis HTS: -3%; VEEV TC-83 Vero: 0.9%; M. tuberculosis: 14%; H1N1 NS1A inhibition: 3%

Results for N#C/C(=C/c1ccc(Sc2nc3ccccc3[nH]2)o1)c1cccc(F)c1 ?
M. tuberculosis HTS: 3%; Salmonella PhoP GFP: 2%; VEEV TC-83 Vero: inactive; M. tuberculosis: 44%; H1N1 NS1A inhibition: 8%; VEEV TC-83 Vero 10K pilot screen: 2.7

What do the screens show for `CCOC(=O)N1CCN(C(=O)c2ccc(CNS(=O)(=O)c3ccc(C)cc3)cc2)CC1`?
M. tuberculosis HTS: -12%; Salmonella PhoP GFP: -1%; VEEV TC-83 Vero: 0.7%; M. tuberculosis: 1%; H1N1 NS1A inhibition: 6%

Results for Cc1ccccc1/C=C1\C(=O)Nc2ccc(F)cc21 ?
M. tuberculosis HTS: 0%; Salmonella PhoP GFP: -7%; VEEV TC-83 Vero: inactive; M. tuberculosis: -6%; H1N1 NS1A inhibition: -2%

Results for O=C(/C=C/c1ccnc2ccccc12)c1cccs1 ?
M. tuberculosis HTS: inconclusive; Salmonella PhoP GFP: 8%; VEEV TC-83 Vero: 33%; M. tuberculosis: inconclusive; H1N1 NS1A inhibition: 6%

How did O=C(OCn1nnc2ccccc2c1=O)c1ccc2ncsc2c1 do in these assays?
M. tuberculosis HTS: inconclusive; Salmonella PhoP GFP: -4%; VEEV TC-83 Vero: 7.3%; M. tuberculosis: inconclusive; H1N1 NS1A inhibition: -1%

How did COc1ccc(S(=O)(=O)N2CCN(C(=O)c3cc4c(s3)CCC4)CC2)cc1 do in these assays?
M. tuberculosis HTS: 5%; VEEV TC-83 Vero: 4.4%; M. tuberculosis: 25%; H1N1 NS1A inhibition: -16%

How did Cc1cc(N)c(C)c([N+](=O)[O-])c1C do in these assays?
M. tuberculosis HTS: -5%; Salmonella PhoP GFP: -8%; VEEV TC-83 Vero: 0.6%; M. tuberculosis: 4%; H1N1 NS1A inhibition: 4%

What do the screens show for `Cc1cccc(C)c1N1CCN(c2cc(Cl)nc(N)n2)CC1`?
M. tuberculosis HTS: 23%; Salmonella PhoP GFP: -10%; VEEV TC-83 Vero: 1.0%; M. tuberculosis: 36%; H1N1 NS1A inhibition: 21%

What do the screens show for `CCOc1ccccc1-n1c(SCC(=O)NC2CCCC2)nnc1-c1ccoc1C`?
M. tuberculosis HTS: -2%; Salmonella PhoP GFP: -21%; VEEV TC-83 Vero: 4.3%; M. tuberculosis: 19%; H1N1 NS1A inhibition: -4%

What do the screens show for `CS(=O)(=O)N(CCc1ccccc1)CC(=O)NCc1ccccn1`?
M. tuberculosis HTS: -3%; Salmonella PhoP GFP: -13%; VEEV TC-83 Vero: 0.6%; M. tuberculosis: -8%; H1N1 NS1A inhibition: 0%

How did N#CC(C(=O)c1ccc(S(=O)(=O)N2CCCCCC2)cc1)c1nc2ccccc2[nH]1 (stereo not drawn) do in these assays?
M. tuberculosis HTS: 1%; Salmonella PhoP GFP: -13%; VEEV TC-83 Vero: 1.4%; M. tuberculosis: -1%; H1N1 NS1A inhibition: -5%

Results for O=C(NCCc1ccccc1Cl)C1CCC(=O)N(Cc2cccc(C(F)(F)F)c2)C1 (stereo not drawn) ?
M. tuberculosis HTS: -3%; Salmonella PhoP GFP: -17%; VEEV TC-83 Vero: 5.1%; M. tuberculosis: 10%; H1N1 NS1A inhibition: -8%

Not a retest: 3 of the compounds above.
What do the screens show for `CS(=O)(=O)N(CCc1ccccc1)CC(=O)NCc1ccccn1`?
M. tuberculosis HTS: -3%; Salmonella PhoP GFP: -13%; VEEV TC-83 Vero: 0.6%; M. tuberculosis: -8%; H1N1 NS1A inhibition: 0%

How did N#CC(C(=O)c1ccc(S(=O)(=O)N2CCCCCC2)cc1)c1nc2ccccc2[nH]1 (stereo not drawn) do in these assays?
M. tuberculosis HTS: 1%; Salmonella PhoP GFP: -13%; VEEV TC-83 Vero: 1.4%; M. tuberculosis: -1%; H1N1 NS1A inhibition: -5%

Results for O=C(NCCc1ccccc1Cl)C1CCC(=O)N(Cc2cccc(C(F)(F)F)c2)C1 (stereo not drawn) ?
M. tuberculosis HTS: -3%; Salmonella PhoP GFP: -17%; VEEV TC-83 Vero: 5.1%; M. tuberculosis: 10%; H1N1 NS1A inhibition: -8%
